OX1R antag-1 = antagonists of human orexin 1 receptor; O43613; CHO/OX1R cells, Fluo-8 calcium fluorescence, orexin A; inhibition, % at 5 µM; 330,000 compounds, 0.43% hits; AID 434989;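 active means inhibition above its plate's threshold, mean inhibition of all tested compounds on the plate plus 3 SD, cut at about 37% in these data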;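 further: 0% = orexin A challenge wells and 100% = SB-334867-A antagonist wells; not every result past the cut was called active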
Target sequence (O43613 whole entry, looked up): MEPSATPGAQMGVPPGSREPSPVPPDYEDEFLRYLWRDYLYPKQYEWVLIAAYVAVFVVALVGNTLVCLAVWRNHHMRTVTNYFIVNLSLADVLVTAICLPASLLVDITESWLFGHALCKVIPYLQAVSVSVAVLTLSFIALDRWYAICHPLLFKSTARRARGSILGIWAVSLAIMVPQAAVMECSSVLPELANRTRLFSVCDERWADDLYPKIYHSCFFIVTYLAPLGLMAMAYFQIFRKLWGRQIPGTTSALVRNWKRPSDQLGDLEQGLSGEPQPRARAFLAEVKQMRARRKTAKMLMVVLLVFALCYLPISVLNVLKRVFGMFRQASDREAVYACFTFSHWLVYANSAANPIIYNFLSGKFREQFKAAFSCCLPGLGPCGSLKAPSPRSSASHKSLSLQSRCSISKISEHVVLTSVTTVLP
OX1R antag-2 = blocks the human orexin 1 receptor. 330,000 compounds, 1.8% hits. inhibition, % at 6.6 µM. OX1R-expressing cells, FRET antagonist read-out. AID 485270; in the data active means inhibition mostly above about 38%, no sharp cut-off; inactive means mostly below about 40%;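 further: 0% = agonist challenge alone and 100% = reference antagonist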
* hit, by the source's call. Hits appear at their usual frequency; 2.1% or so of the library scored in one or more.

The first 16 records (preview)
SMILES	OX1R antag-1	OX1R antag-2
COc1ccc(Oc2nc(SC)nc3ccsc23)cc1	-5	20
Cc1ccccc1NC(=O)CCS(=O)(=O)c1cccc2nonc12	-14	55*
Cc1ccc(NC(=O)C(C)c2ccc([N+](=O)[O-])cc2)cc1Cl (configuration not stated)	-28	16
CCN(CC)CCNC(=O)c1cc(-c2cccnc2)nc2ccc(S(=O)(=O)N3CCC(C)CC3)cc12	-22	4
CC1CCN(CCCNC(=O)c2cn(C)c3ccc(S(=O)(=O)N4CCCC4)cc3c2=O)CC1	-1	5
O=C(CSC1=NCCS1)Nc1ccc(F)cc1	-24	15
CCNc1ccccc1C(=O)O	-5	16
CCN(CC)C(=O)c1sc(NC(=O)c2cccs2)c(C#N)c1C	-15	9
COc1ccccc1C(=O)NNC(=O)c1cccc([N+](=O)[O-])c1	-6	38
O=C1c2cccnc2C(=O)N1Cc1ccc(S(=O)(=O)N2CCOc3ccc(Cl)cc32)cc1	-10	-1
COc1cccc(CNC(=O)C2CCN(S(=O)(=O)c3cnc[nH]3)CC2)c1	-5	5
COc1ccc(-n2cc(CNCC3CCOCC3)c(-c3cccc(F)c3)n2)cc1	-39	13
c1ccc(CSc2ccc(-c3cccs3)nn2)nc1	-18	11
Cc1ccc(NC(=O)c2ccc(NS(=O)(=O)/C=C/c3ccccc3)cc2)nc1	-45	25
CCOC(=O)CNC(=O)Nc1ccccc1C(=O)OC	-5	13
C/C(=N\NS(=O)(=O)c1ccc(Cl)c([N+](=O)[O-])c1)c1cc2ccccc2o1	-8	18

The whole of this part, repeating the preview:
SMILES	OX1R antag-1	OX1R antag-2
COc1ccc(Oc2nc(SC)nc3ccsc23)cc1	-5	20
Cc1ccccc1NC(=O)CCS(=O)(=O)c1cccc2nonc12	-14	55*
Cc1ccc(NC(=O)C(C)c2ccc([N+](=O)[O-])cc2)cc1Cl (configuration not stated)	-28	16
CCN(CC)CCNC(=O)c1cc(-c2cccnc2)nc2ccc(S(=O)(=O)N3CCC(C)CC3)cc12	-22	4
CC1CCN(CCCNC(=O)c2cn(C)c3ccc(S(=O)(=O)N4CCCC4)cc3c2=O)CC1	-1	5
O=C(CSC1=NCCS1)Nc1ccc(F)cc1	-24	15
CCNc1ccccc1C(=O)O	-5	16
CCN(CC)C(=O)c1sc(NC(=O)c2cccs2)c(C#N)c1C	-15	9
COc1ccccc1C(=O)NNC(=O)c1cccc([N+](=O)[O-])c1	-6	38
O=C1c2cccnc2C(=O)N1Cc1ccc(S(=O)(=O)N2CCOc3ccc(Cl)cc32)cc1	-10	-1
COc1cccc(CNC(=O)C2CCN(S(=O)(=O)c3cnc[nH]3)CC2)c1	-5	5
COc1ccc(-n2cc(CNCC3CCOCC3)c(-c3cccc(F)c3)n2)cc1	-39	13
c1ccc(CSc2ccc(-c3cccs3)nn2)nc1	-18	11
Cc1ccc(NC(=O)c2ccc(NS(=O)(=O)/C=C/c3ccccc3)cc2)nc1	-45	25
CCOC(=O)CNC(=O)Nc1ccccc1C(=O)OC	-5	13
C/C(=N\NS(=O)(=O)c1ccc(Cl)c([N+](=O)[O-])c1)c1cc2ccccc2o1	-8	18
CCC(=O)c1ccc(OCC(=O)OCC(=O)Nc2sccc2C(N)=O)cc1	1	22
Cc1ccc(C(=O)N2CCCCC2C(=O)O)o1 (configuration not stated)	-9	-3
CCCc1nc(NCc2ccco2)c(C#N)c2c1COC(C)(C)C2	-18	10
Cn1c(=O)n(C)c2cc(S(=O)(=O)O)ccc21	-2	25
COc1cc(/C=C/c2nc3ccccc3c(=O)[nH]2)cc(Br)c1O	9	9
COc1ccc(NC(=O)c2ccc(OCc3c(C)noc3C)c(OC)c2)cn1	-11	-87
O=C(NCC(=O)N1CCN(C(=O)c2ccco2)CC1)c1cccc(Cl)c1	-16	4
CCCC(=O)Nc1ccc(NC(=O)c2cccs2)cn1	-6	15
Cc1[nH]c2ccccc2c1C(=O)COc1ccccc1F	-4	19
COC(=O)CC1c2cc(OC)c(OC)cc2CC(=O)c2cc(OC)c(OC)cc21 (configuration not stated)	-12	7
CCOC(=O)c1cc(C)n(-c2ccc(Cl)cc2)c1C	-19	-2
CCN(CC)c1ccc(S(=O)(=O)N2CCOCC2)cc1NC(=O)COC(=O)c1cccnc1SC	-16	14
C=CCn1c(Cc2csc(N)n2)nnc1SCC(=O)Nc1ccccc1C(F)(F)F	-6	8
CCN(CC)CCCNS(=O)(=O)c1ccc(OC)cc1	-13	6
Cc1cccc(N(C)C(=O)COc2cc(=O)n(C)c3ccccc23)c1	-23	11
Cc1cc(N2CCCC2=O)cc(C)c1CN1C(=O)c2ccccc2C1=O	-15	16
CCCCOC(=O)C1=C(C)NC(=O)NC1c1ccccc1 (configuration not stated)	-18	10
CCCCn1c(N)c(N(CC(C)C)C(=O)CSc2n[nH]c(-c3ccc(C)cc3)n2)c(=O)[nH]c1=O	-23	6
CCNC(=S)N/N=C(\C)c1cccc(C(F)(F)F)c1	-12	8
O=C1Nc2cc(Cl)c(Cl)cc2N(O)N1c1cc(Cl)cc(Cl)c1	-10	19
COc1ccc(CCNC(=O)c2cc(S(=O)(=O)N3CCCC3)cn2C)cc1OC	-15	1
Cc1ccc(C)c(S(=O)(=O)Nc2cc(SCC(=O)O)c(O)c3ccccc23)c1	-18	39
CCOC(=O)C1CCCN(Cc2ccc(OC)cc2OC)C1 (configuration not stated)	-8	11
Cc1ccc2c(c1)c1c(n2C)-c2[nH]ncc2CC1	4	12
CC(C)n1c(=N)c(C(=O)NCCc2ccccc2)cc2c(=O)n3ccccc3nc21	-16	55*
CC[C@]12c3[nH]c4cc(-c5ccco5)ccc4c3CCN1C(=O)[C@@H](CC(=O)NC(C)(C)C)C[C@@H]2C(=O)N1CCN(C(=O)c2ccco2)CC1	-20	4
Cn1c(SCC(=O)c2ccc(-c3ccccc3)cc2)nnc1-c1ccco1	-12	18
Cc1ccsc1/C=N/N=C/c1sccc1C	-14	20
O=C(C(=O)N1CCN(c2ccc([N+](=O)[O-])cc2)CC1)c1cn(CC(=O)N2CCOCC2)c2ccccc12	-24	8
CC(=O)NS(=O)(=O)c1ccc(NC(=S)NC(=O)C(C)C)cc1	0	15
COc1ccc(C(CNC(=O)c2ccc(S(=O)(=O)Nc3ccccc3F)cc2)N(C)C)cc1 (configuration not stated)	-16	14
O=S(=O)(c1ccc(C2=CSC3=NCCN23)cc1)N1CCOCC1	7	19
Cc1cc2occ(CC(=O)NNC(=O)c3ccccc3F)c2cc1C	-13	5
N/C(=N\c1nc2c(c(=O)[nH]1)CCC2)Nc1cccc(Cl)c1	-9	14
CC(Cc1ccccc1)C(=O)NCc1ccncc1 (configuration not stated)	-7	27
C=CCNC(=S)N1CCN(S(=O)(=O)c2ccc(C)cc2)CC1	-20	0
COc1ccccc1C(=O)Nc1c(C(=O)N2CCN(C)CC2)oc2ccccc12	-16	15
O=C(COc1nsnc1N1CCOCC1)Nc1ccccc1Cl	-17	26
CC1=NN(c2cccc(C(=O)O)c2)C(=O)/C1=C\C=C\c1ccco1	-22	39
NS(=O)(=O)c1ccc(CNC(=O)c2ccc3c(c2)OCO3)cc1	-6	5
COc1ccc(C(=O)Nc2ccc3c(c2)n(C)c(=O)n3C)cc1OC	-12	9
O=C(CSc1nc(=O)n2ccccc2n1)N1CCC(Cc2ccccc2)CC1	-20	8
O=C(COc1ccc(Cl)cc1)Nc1nnc(C2=COCCO2)o1	-14	18
COc1ccccc1CNC(=O)c1cc(-c2ccccc2)nn1Cc1cc(C)no1	-33	18

Later entries.
SMILES	OX1R antag-1	OX1R antag-2
O=C(CN1C(=O)/C(=C\c2ccc(F)cc2)Oc2ccccc21)NCc1ccco1	-9	21
COc1ccc(Nc2nc(-c3ccccc3)c(C(=O)Nc3cccnc3)s2)cc1	-28	4
CC(O)CNCCCCOc1ccc(OCc2ccccc2)cc1 (configuration not stated)	-3	15
C=CCOc1ccc2ccccc2c1CNn1c(C)n[nH]c1=S	-26	2
O=C(COc1ccc2ccccc2c1)Nc1ccncc1	53*	62
Cc1nc(C(=O)NC2CCCCC2)sc1C1(C)CC(c2cccnc2)=NO1 (configuration not stated)	-14	37
O=C(N/C(=C/C=C/c1ccccc1)C(=O)N1CCCCC1)c1ccc([N+](=O)[O-])cc1	-23	15
COc1ccc2c(c1)cc(C(=O)N[C@@H](Cc1ccccc1)C(=O)O)n2C	7	13
C/C=C/Cn1c(Br)nc2c1c(=O)n(C)c(=O)n2C	-7	22
COc1ccc(OC)c(S(=O)(=O)N(C)CC(=O)O)c1	-2	9
FC(F)(F)c1ccc2c(c1)n(Cc1ccccc1)c1[n+]2CCCCC1	-13	1
CCCc1[nH]nc2c1C(c1ccc(OC(=O)N3CCOCC3)c(OC)c1)C(C#N)=C(N)O2 (configuration not stated)	0	9
CN(C)c1nc(OCCOC(=O)Nc2ccc(Cl)cc2Cl)nc(N(C)C)n1	-28	-2
CCN(CC)S(=O)(=O)c1ccc(C)c(NC(=O)CN2CCN(Cc3ccccc3)CC2)c1	-32	4
Cc1cc(C)c(-c2c(O)c3cccc4c3n(c2=O)CCC4)c(C)c1	5	11
CCOc1ccccc1NC(=S)N1CCC(NC(=O)NC23CC4CC(CC(C4)C2)C3)CC1	-17	20
CCCCCN(C(=O)COC(=O)CSc1ccc([N+](=O)[O-])cc1)c1c(N)n(CCCC)c(=O)[nH]c1=O	-14	22
O=C(CNC(=S)NC(=O)c1cccs1)c1ccccc1	-5	38
CC(/C=N/NC(=O)CSc1nc(C)cc(C)n1)=C\c1ccccc1	-5	22
CN1CCN(C2=NC3(CCCC3)C(C#N)C(=O)N2)CC1 (configuration not stated)	-14	15
COc1ccc(S(=O)(=O)N2CCOCC2)cc1NC(=O)[C@@H]1CCCN1C(=O)c1cccs1	-16	12
CC(C)CNC(=O)NC(=O)COC(=O)Cn1cnc2ccccc2c1=O	-8	-13
C[C@H](NC(=O)c1nc[nH]c1C(=O)NCc1ccccc1)c1ccccc1	-28	15
NC(=O)C1CCN(C(=O)CN2CCCc3ccccc32)CC1	-12	19
CC(C)OC(=O)c1ccc(NC(=O)c2cncc(Br)c2)cc1	-34	25
CCOc1cc(N2CCOCC2)c(OCC)cc1NC(=O)c1ccc(S(=O)(=O)N(C)C)cc1	-13	13
CCOc1cc(/C=N\NC(=O)c2ccc(NC(=O)C(C)(C)C)cc2)ccc1OC(=O)c1ccc(C)cc1	-9	13
Clc1ccc(COn2c(-c3ccc(Cl)cc3)nc3ccccc32)cc1	-29	17
COc1cccc(NC(=O)c2ccccc2SC)c1	-1	18
O=C(NNC1=NC2(CCCC2)Cc2ccccc21)c1ccncc1	1	9
Nc1c2c(nc3c1CCCC3)CCCC2 (tested in a mixture with another compound)	-10	23
CC(C)n1nc(C(=O)OCC(=O)N2CC(=O)Nc3ccccc32)c2ccccc2c1=O	-32	10
CCCn1nnc(NC(=O)c2cc3ccccc3o2)n1	-5	15
O=C(NCc1cccs1)c1nc2ncccn2n1	3	20
CCCCCCn1c(N2CCCC2)nc2c1c(=O)[nH]c(=O)n2C	-25	7
Cc1ccc(-n2cc(CN3CCC(CO)(Cc4cccc(C(F)(F)F)c4)CC3)cn2)cc1	-17	12
CCCCCCSC1=C(C#N)C(c2ccccc2)CC(=O)N1 (configuration not stated)	-1	6
O=C(CN1C(=O)NC2(CCCc3ccccc32)C1=O)N1CCN(C(=O)c2ccco2)CC1 (configuration not stated)	-17	21
COc1ccc2c(c1)CCCC21NC(=O)N(CC(=O)N2CC(C)OC(C)C2)C1=O (configuration not stated)	-3	4
CCO[C@H]1c2c(ccc3ccc(=O)oc23)OC(C)(C)[C@@H]1O	-17	0
C#CCOc1c(Br)cc(/C=C2/C(=O)ON=C2C)cc1OCC	-11	4
CCCC[C@H]1C2=C3[C@@H](CC(C(=O)OC)=C[C@@H](C(=O)OC)[C@H]3C(C)(C)C2=O)n2c(=O)n(-c3ccccc3)c(=O)n21	-18	25
O=C(OCC(=O)N1CCCC1)c1c2c(nc3ccccc13)CCCCC2	-42	2
CCCn1c(=O)c2ccccc2n2c(=S)[nH]nc12	-23	13
Fc1ccc(CNCc2ccco2)cc1	-12	11
COc1cc(OC)c(-c2nnc3n(CCc4ccccc4)c(=O)c4ccccc4n23)cc1OC	-25	-2
CC1(C)CC(NC(=O)CCc2nnc(CCCCc3ccccc3)o2)CCO1 (configuration not stated)	-22	9
Cc1ccc(NC(=O)CC2SC(=O)NC2=O)cc1 (configuration not stated)	-11	20
Cc1cccc(NC(=O)c2ccc(Cl)c(S(=O)(=O)N3CCc4ccccc43)c2)n1	27	35*
C=CCN1C=C2C(=O)C(C)(OC(=O)CCC(=O)OC)C(=O)C=C2C=C1C1CC1 (configuration not stated)	-6	48
CCn1c(=O)cc(N2CCC3(CC2)OCCO3)[nH]c1=O	10	-4
O=C(CN1CCN(S(=O)(=O)N2CCCCCC2)CC1)Nc1ccc(Br)cc1	-12	10
CN(C)CC(C)(C)CNC(=O)C1CCN(CCCc2ccccc2)CC1	-6	11
CCOC(=O)C(NC(=O)CC)(Nc1ccc(S(=O)(=O)Nc2cc(C)on2)cc1)C(F)(F)F (configuration not stated)	-25	8
COc1ccccc1C(=O)Nc1c(-c2ccccc2)nc2ccccn12	-26	3
CSc1nc(N2CCOCC2)c2sccc2n1	-15	15
CCCCn1nnc(NC(=O)CC23CC4CC(CC(C4)C2)C3)n1	-26	8
CCOc1ccc(-c2c(C(=O)N/N=C/c3ccc(O)cc3)nnn2-c2nonc2N)cc1	-8	5
CCCCc1cc(=O)oc2cc(O)ccc12	-2	13
O=C(O)c1ccc2c(c1)S(=O)(=O)N=C1CCCCCN12	1	11
CC1CN(S(=O)(=O)c2cccc(C(=O)N(CCc3ccccc3)Cc3ccccc3)c2)CC(C)O1 (configuration not stated)	-26	22
COc1ccc(CCNC(=O)COC(=O)c2cc(=O)[nH]c3ccccc23)cc1	-12	10
COc1cccc(CC2(CO)CCCN(Cc3ccc(CN4CCCCC4)s3)C2)c1 (configuration not stated)	-22	18
